Shn3 3UTR inh: Schnurri-3 reporter inhibition in Clone20 osteoblasts. Clone20 osteoblast Shn3 3'UTR firefly luciferase, 24 h. inhibition, % at 12.5 µM. hit rate 0.52% among 360,000. AID 588674;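 active means mean inhibition of at least 75% with every replicate also reaching 75%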;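 further: 0% = median of neutral control wells and 100% = pilot-screen positive control compound; some compounds past the cut are filed as inactive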
Peg3 promoter: reduces Peg3 promoter-driven luciferase expression in HeLa; HeLa PEG-Prom luciferase reporter, luminescence, overnight; inhibition, % at 20 µM; AID 588405; hit rate 1.7% among 360,000;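 active means inhibition of at least 50% at 20 µM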
NR2E3 ag-1: NR2E3 (human) agonism. GST-NR2E3/biotin-RetCOR TR-FRET, 1536-well. inhibition of corepressor binding, % at 4.78 µM. AID 2300. hit rate 0.12% among 320,000. Q9Y5X4;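 active means percent inhibition above the cutoff of mean plus 3 SD of all tested compounds, set per screening campaign, cut at about 20% in these data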;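 further: 0% = DMSO wells and 100% = biotin wells as full block of FRET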
Target sequence (Q9Y5X4 whole entry, looked up): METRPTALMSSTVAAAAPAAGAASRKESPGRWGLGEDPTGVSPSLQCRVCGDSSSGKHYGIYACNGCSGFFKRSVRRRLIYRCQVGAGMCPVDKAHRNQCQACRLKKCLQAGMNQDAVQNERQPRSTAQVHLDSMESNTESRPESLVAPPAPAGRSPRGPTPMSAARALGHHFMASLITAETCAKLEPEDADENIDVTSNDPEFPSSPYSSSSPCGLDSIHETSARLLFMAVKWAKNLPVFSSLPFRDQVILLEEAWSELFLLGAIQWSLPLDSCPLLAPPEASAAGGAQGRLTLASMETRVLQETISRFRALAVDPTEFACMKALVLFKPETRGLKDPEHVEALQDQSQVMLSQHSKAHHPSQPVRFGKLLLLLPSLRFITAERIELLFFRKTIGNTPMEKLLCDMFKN
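Test system – NR2E3–RetCOR corepressor complex · Quantity – NR2E3 fusion 1.35 nM · Buffer or medium – Tris pH 7.5 · Incubation – Compound–protein incubation for 5 h at 4 °C · Technique – TR-FRET, Eu(K)-anti-GST donor, streptavidin-D2 acceptor, ex 340, em 617/671 nm · Evaluation – percent inhibition of 671/617 nm emission ratio versus biotin and DMSO controls · Plate – 1536-well format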
CaV13 ICDI inh: Primary screen for inhibitors of IQ motif and Ca2+-dependent inactivation inhibitor domain binding in CACNA1D, Förster resonance energy transfer in living cells, …; HEK cells, CFP/YFP FRET ICDI-IQ, plate reader, 10 min; percent FRET-ratio fall versus neutral wells; inhibition, % at 12.3 µM; hit rate 0.098% among 340,000; AID 743397;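 active means mean replicate inhibition of at least 30% and at least 1% of replicates passing that level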;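 further: 0% = median of the neutral control wells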
iPSC survival up: enhancers of human iPSC single-cell survival | hit rate 0.044% among 360,000 | survival enhancement, % at 20 µM | hiPSC single-cell survival, ATPlite luminescence; 100% = ROCK inhibitor wells, 0% = DMSO; in the data active means survival enhancement above about 18%;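 further: cells exposed to compounds for 16 hours before the ATP read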
TRPM1 prom inh: MITF TRPM1 promoter inhibition in SK-MEL-5 cells; hit rate 0.83% among 330,000; inhibition, % at 12.5 µM; SK-MEL-5 TRPM1 promoter luciferase, 24 h;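 active means mean inhibition across replicates of 60% or more, whatever share of single replicates reaches that level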; further: values of inactives mirror those of a sister screen read the other way
HTR2A ag: activates the mouse 5-HT2A serotonin receptor | P35363 | CHO-K1 mHTR2A beta-arrestin complementation, luminescence; percent of 30 µM serotonin response | activation, % at 7.6 µM | hit rate 0.66% among 360,000 | AID 624169;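 active means activation above a run cutoff, the mean activation of all tested compounds plus 3 SD, cut at about 14% in these data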;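 further: 0% = plate median of compound wells and 100% = 30 µM serotonin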
NR2E3 ag-2: agonists of human NR2E3 nuclear receptor; Q9Y5X4; CHO-S Gal4-NCOR/VP16-NR2E3 two-hybrid, luciferase; inhibition of corepressor binding, % at 3.98 µM; hit rate 0.35% among 360,000; AID 602229;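 active means inhibition above the mean of all tested compounds plus 3 SD, cut at about 70% in these data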;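 further: 0% = DMSO with NR2E3 transfected cells and 100% = cells lacking NR2E3 construct; higher means lower luciferase signal from less NR2E3 corepressor binding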
Cardio protect: protects H9c2 cardiomyocytes from peroxide injury; H2O2 injury protection, ATPLite, 2 h; protection from H2O2 cell death, % at 20 µM; hit rate 0.63% among 360,000; AID 588492;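 active means compounds giving at least 50% protection of heart cells from peroxide-induced death in the single-dose screen, raw or plate-pattern-corrected value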;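 further: 0% = DMSO wells with peroxide and 100% = DMSO wells without peroxide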
PDI turbidity: blocks human protein disulfide isomerase activity. P07237. PDI insulin aggregation turbidity, A650, 90 min. inhibition, % at 10 µM. hit rate 0.052% among 350,000. AID 588391;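 active means mean inhibition across replicates of 30% or more, whatever share of single replicates reach that level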;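 further: absorbance from insulin aggregation driven by PDI reduction with DTT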
Target sequence (P07237 whole entry, looked up): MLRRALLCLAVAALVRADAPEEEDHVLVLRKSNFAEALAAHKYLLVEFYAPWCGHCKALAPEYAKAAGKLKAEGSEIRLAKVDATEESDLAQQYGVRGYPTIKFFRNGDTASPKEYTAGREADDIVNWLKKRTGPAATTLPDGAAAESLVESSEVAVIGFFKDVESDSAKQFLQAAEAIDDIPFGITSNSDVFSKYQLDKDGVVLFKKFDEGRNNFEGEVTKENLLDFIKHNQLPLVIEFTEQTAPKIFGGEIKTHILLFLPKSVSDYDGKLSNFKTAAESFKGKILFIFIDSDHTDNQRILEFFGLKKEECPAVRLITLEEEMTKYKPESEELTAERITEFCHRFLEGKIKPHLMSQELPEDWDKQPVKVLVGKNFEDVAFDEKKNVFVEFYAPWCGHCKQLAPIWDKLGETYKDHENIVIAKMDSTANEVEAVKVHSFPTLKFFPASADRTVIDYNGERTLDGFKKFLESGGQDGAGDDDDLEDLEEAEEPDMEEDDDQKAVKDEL
HIF-2a inh: HIF-2a inhibition. inhibition, % at 18.8 µM. hit rate 0.72% among 360,000. 786-0 RCC cells HIF-2a reporter, luciferase luminescence, overnight. AID 624352;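 active means inhibition of the luminescence signal of 40% or more relative to plate controls, in a single-dose primary screen at 18.75 µM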
* hit, by the source's call; . = no result given.

SMILES	Shn3 3UTR inh	Peg3 promoter	NR2E3 ag-1	CaV13 ICDI inh	iPSC survival up	TRPM1 prom inh	HTR2A ag	NR2E3 ag-2	Cardio protect	PDI turbidity	HIF-2a inh
COc1ccc(C(C)=NNC(=O)c2cccc(S(=O)(=O)N3CCCC3)c2)cc1	12.8	4.3	.	-6.4	-2.0	15.5	-0.7	-31.3	2.7	8.8	-3.5
CN=C(Nc1cccnc1)c1cccc(C(F)(F)F)c1	25.8	11.3	-4.5	-5.2	-0.6	5.7	5.9	-25.8	2.8	1.4	18.1
O=C(OCC(=O)N(C1CCCCC1)C1CCCCC1)c1ccccc1O	13.1	22.6	1.0	-20.7	0.2	1.0	0.3	-4.5	3.5	0.5	6.8
Cc1nc2ccccn2c1C(=O)N/N=C/c1ccc(CNC(=O)C(=O)Nc2ccccc2)o1	6.4	-22.4	0.5	-5.7	0.0	-4.7	-1.2	-23.7	10.1	-0.9	-6.6
CCCCn1c(=N)n(CC(O)c2ccccc2)c2ccccc21 (stereo not drawn)	30.2	8.2	-4.0	-1.9	-0.7	-16.2	-7.7	-4.8	-4.7	5.0	8.7
N=c1n(CC(=O)c2ccc([N+](=O)[O-])cc2)c2ccccc2n1Cc1ccccc1	15.8	66.0*	2.0	-5.4	-3.7	85.2*	-5.1	7.8	-23.2	-20.0	12.4
CCc1cc(=O)oc2cc3oc(C)c(C)c3cc12	-40.0	-77.3	-2.5	-4.6	-2.5	-26.6	-5.4	-38.9	-1.8	-7.4	-48.8
COCCSc1nnc(NC(=O)CCS(=O)(=O)Cc2ccccc2)s1	0.9	-18.1	0.2	.	-0.5	-6.5	-1.8	-5.1	11.4	-19.6	-8.4
CCC1(c2ccc(F)cc2)NC(=O)N(CC(=O)Nc2ccc3c(c2)OCCO3)C1=O (stereo not drawn)	3.5	21.0	.	-1.9	-0.5	7.6	5.4	2.1	-3.0	-3.3	4.5
CCOc1ccccc1C(=O)NCCCCNC(=O)c1ccccc1OCC	-0.3	7.2	3.6	-1.9	0.4	-0.2	-0.2	5.1	7.4	-3.6	18.1
CN(CCCn1ccc(NC(=O)OCc2ccccc2)nc1=O)Cc1ccco1	-4.4	-19.3	.	-5.1	-3.5	.	-3.0	-20.9	-2.2	4.8	-6.8
COc1ccc(C(CNS(=O)(=O)c2cccc(F)c2)N2CCCC2)cc1 (stereo not drawn)	16.1	6.8	.	-5.9	-1.4	-11.5	5.0	-1.9	-1.4	5.3	2.1
C=CCn1c(=O)c(C(=O)Nc2ccccc2C)c(O)c2ccccc21	-83.0	-181.7	.	-21.6	0.5	-45.6	4.6	-7.6	24.3	-13.7	-183.8
Cc1ccc(CNC(=O)CSc2nc(=O)n3ccccc3n2)cc1	13.1	-0.1	-2.0	.	0.6	5.2	3.7	-2.6	-7.7	-4.5	12.6
Clc1ccc(CON/C=N/c2ncnc3sccc23)c(Cl)c1	62.8	-9.1	-1.4	.	0.0	-2.4	10.5	63.8	-33.1	-3.5	-4.4
O=C(Nc1ccc(Cl)c(Cl)c1)N(CCCN1CCOCC1)Cc1cccnc1	6.3	8.4	2.9	-2.4	1.0	-9.6	-1.9	-24.0	-4.1	-4.4	11.5
CC1(C)OC(=O)C2=C(C[C@@H](C3CCCCC3)O[C@@H]2c2ccc(Cl)cc2)O1	.	.	.	-5.1	-0.6	.	3.8	-15.2	.	.	11.5
Cc1ccc(Cl)cc1NC(=O)Nn1cnnc1	-9.1	11.8	-0.2	.	-0.3	-0.4	-1.6	9.6	3.9	5.2	17.3
COC(=O)c1nc[nH]c1[N+](=O)[O-]	-16.5	3.1	.	-5.7	-0.2	12.9	-0.6	10.1	5.9	1.7	-0.2
CC(=O)c1cccc(OC(=O)Oc2cccc(C(C)=O)c2)c1	-10.6	-4.0	.	-6.3	3.3	0.9	-0.9	-3.8	-1.0	-5.5	10.0
O=C(CSc1ncccn1)N1CCN(Cc2ccccc2)CC1	-3.0	5.1	-2.5	-3.8	4.6	6.2	2.3	-13.4	-1.2	19.8	14.0
O=C(CN1CCN(Cc2ccccc2)CC1)NC(=O)NCc1ccco1	-4.8	9.1	3.0	.	-1.9	-6.9	2.3	11.6	4.5	-12.9	10.1
CN1CCN(C=NC2=NN(c3cccc(C(F)(F)F)c3)CC2)CC1	-16.8	18.4	-6.1	-18.5	1.6	13.2	-2.1	-6.1	5.1	-6.3	-33.6
O=C(O)C1CCN(C(=O)CSc2nc3ccccc3c(=O)n2-c2ccc(Cl)cc2)CC1	-24.6	-0.9	3.4	-3.2	0.0	5.0	3.5	-10.8	0.7	-5.8	-0.7
FC(F)(F)c1ccc(CSc2nccn2-c2ccccc2)cc1	-3.8	-7.5	0.7	-2.2	0.3	-7.7	-2.6	-24.1	-6.3	-7.2	3.4

The final 3 entries of the section before come first, to join the parts:
SMILES	Shn3 3UTR inh	Peg3 promoter	NR2E3 ag-1	CaV13 ICDI inh	iPSC survival up	TRPM1 prom inh	HTR2A ag	NR2E3 ag-2	Cardio protect	PDI turbidity	HIF-2a inh
CN1CCN(C=NC2=NN(c3cccc(C(F)(F)F)c3)CC2)CC1	-16.8	18.4	-6.1	-18.5	1.6	13.2	-2.1	-6.1	5.1	-6.3	-33.6
O=C(O)C1CCN(C(=O)CSc2nc3ccccc3c(=O)n2-c2ccc(Cl)cc2)CC1	-24.6	-0.9	3.4	-3.2	0.0	5.0	3.5	-10.8	0.7	-5.8	-0.7
FC(F)(F)c1ccc(CSc2nccn2-c2ccccc2)cc1	-3.8	-7.5	0.7	-2.2	0.3	-7.7	-2.6	-24.1	-6.3	-7.2	3.4
COC(=O)c1ccccc1NC(=O)CSc1nnc(C(CO)NC(=O)c2ccccc2Cl)n1C (stereo not drawn)	1.3	5.1	-0.6	-8.2	5.1	9.6	-0.3	15.2	0.7	-3.7	3.5
S=C(NCCc1ccccc1)N1CCn2cccc2C1c1ccncc1 (stereo not drawn)	-2.8	30.1	0.4	-2.1	-0.5	13.3	4.5	-14.4	-4.9	6.5	6.3
CC(Oc1ccc(Cl)cc1)C(=O)Nc1ccccc1C(=O)N1CCOCC1 (stereo not drawn)	-64.0	22.9	4.7	-6.1	0.2	1.7	4.8	4.8	4.5	-14.0	12.4
COc1cccc(NC(=O)CN(C)C(=O)c2cc(S(=O)(=O)NCc3ccccc3)ccc2C)c1	5.4	14.7	2.3	-5.4	-0.3	1.8	-9.2	-22.9	-4.6	2.6	18.0
O=C(Nc1ccc(Cl)cc1)C1Cc2c(-c3ccccc3)ccnc2O1 (stereo not drawn)	1.3	17.3	.	-12.3	0.8	.	-0.8	-14.3	-6.6	-5.1	9.4
COc1ccc(OCc2nc3ccccc3n2C(C)C)cc1	18.2	-110.5	2.5	12.5	0.1	-9.1	2.0	10.4	-6.3	-3.7	-74.8
COC(=O)c1c(NC(=O)CN2CCN(Cc3ccc4c(c3)OCO4)CC2)sc(C)c1C	5.3	23.4	0.3	-3.4	-0.7	7.3	-2.6	-3.4	-11.0	6.5	11.0
CC(=O)C(=Nc1cccc(Cl)c1)NNc1ccccc1C	1.7	7.2	-0.5	-3.7	0.7	8.3	2.5	0.1	-5.8	15.7	3.1
COCCNC(=O)CN(c1cc(Cl)ccc1OC)S(=O)(=O)c1ccc(C)c([N+](=O)[O-])c1	0.5	11.8	-1.8	-4.4	-0.2	9.8	3.6	-26.7	-2.2	2.4	19.6
Cc1cc(NC(=O)C(C)C)ncc1NC(=O)Cc1ccccc1	-1.0	-7.9	-1.7	-2.4	-0.8	-6.4	3.6	2.7	5.8	-5.8	0.9
CS(=O)(=O)NCc1ccc(C(=O)NCc2ccccc2)cc1	-6.9	-3.9	-0.8	.	-0.3	11.8	-1.2	-4.2	23.9	-5.5	12.1
N#C/C(=N/Nc1ccccc1F)C(=N)N1CCOCC1	-20.4	-43.4	2.8	-5.2	-0.3	-13.0	-4.9	-13.6	6.3	6.0	-95.9
COc1ccc(CCNC(=O)Cn2nnc(-c3ccc(N(C)C)cc3)n2)cc1OC	-2.0	-38.2	-2.5	-5.5	3.7	-7.4	3.1	-34.7	-9.5	3.3	-50.3
COC(=O)c1nn(-c2cccc(C(F)(F)F)c2)ccc1=O	-8.2	-1.5	0.1	-5.9	-0.4	12.8	9.6	-23.0	-3.0	2.7	21.9
COc1ccccc1CC(=O)N1CCCC1	-0.6	3.9	1.6	-5.4	-2.3	-2.9	-0.1	-5.0	-1.4	-9.5	16.8
CCOC(=O)c1c(NC(=O)COc2ncnc3ccccc23)sc(C(C)=O)c1C	59.5	-10.1	3.1	-5.8	-1.8	-0.6	-4.2	-10.0	-9.5	21.9	14.5
COC(=O)CN1CCN(C(=O)c2ccc(F)cc2)c2ccccc2C1	-1.2	-1.4	-1.6	.	-0.7	4.7	10.7	10.7	10.7	-1.5	-3.4
O=C(NC(=O)N1CCCCC1)c1ccc(Cl)cc1	-14.5	-4.2	5.2	-5.8	-0.1	-10.0	3.9	-36.8	2.2	2.9	-7.8
Cn1ccnc1C(O)c1ccco1 (stereo not drawn)	-19.4	5.8	3.1	-9.7	0.9	0.9	3.5	-24.1	1.5	-1.2	-1.9
Clc1ccc(Nc2nc(N3CCOCC3)nc(N3CCOCC3)n2)cc1Cl	44.7	13.1	1.1	-15.2	0.3	-77.3	6.2	6.5	2.4	7.4	13.5
CCc1nc2ccc(C(=O)Nc3cccc(OCC(=O)N(C)C)c3)cn2c1N(C)C(=O)c1cccc(OC)c1	-8.8	-6.5	.	-4.6	-1.7	.	-1.0	-9.7	13.7	14.7	10.0
COc1ccc(C2c3[nH]c4ccccc4c3C[C@H]3C(=O)N(CCCO)CC(=O)N23)c(OC)c1 (stereo partly drawn)	2.9	19.5	-0.7	-19.4	0.2	11.8	-3.9	-14.3	1.4	0.2	19.5
CCOC(=O)CC(=O)CSc1ncc(C(=O)OCC)c(N)n1	-9.0	-9.4	2.0	-2.0	4.4	-15.9	-3.9	-38.6	-7.4	-1.6	-30.5
O=C(COc1ccc(Cl)cc1)NNC(=O)c1ccc(=O)[nH]c1	6.1	10.2	.	-6.3	-2.0	-5.7	-1.8	-1.6	-3.1	3.5	5.8
O=C(Nc1ccccc1Br)c1ccc2nccnc2c1	-58.7	-289.2	3.8	-3.7	-0.6	-87.3	-7.5	-159.0	-13.9	0.1	-186.0
Cc1ccc2nc(SC(C)C(=O)N3CCCCC3)[nH]c2c1 (stereo not drawn)	-14.0	-102.0	0.0	-4.6	0.0	-7.5	7.5	-29.4	-0.5	-3.6	-130.1
Cc1nn(C)c(C)c1S(=O)(=O)N(CC(=O)NCCCN1CC(C)CC(C)C1)c1ccc(C(C)C)cc1 (stereo not drawn)	-3.8	2.1	4.7	-2.5	0.0	-5.9	-1.6	3.8	-1.0	-0.5	-0.8

Screens: PubChem BioAssay, several laboratories
